NALP1 inh = blocks the NALP1 inflammasome reconstituted in yeast; inhibition, % at 10 µM; actives 0.61% (n = 280,000); S. cerevisiae NALP1/ASC/caspase-1 growth, X-gal OD620, 72 h; in the data active = inhibition mostly above about 24%, no sharp cut-off; inactive = mostly below about 32%; also: some compounds called inactive have numbers as strong as hits
VIM-2 inhibitor = blocks Pseudomonas aeruginosa VIM-2 metallo-beta-lactamase | purified VIM-2, nitrocefin hydrolysis, epi-absorbance fluorescence | inhibition, % at 5.6 µM | actives 0.89% (n = 290,000) | AID 1527;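 active = inhibition above the mean of all tested compounds plus 3 SD, cutoff set per screening run, cut at about 7.5% in these data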;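 also: red hydrolysis product quenches plate fluorescence so inhibitors raise well fluorescence; 0% = enzyme with DMSO and 100% = DMSO without enzyme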
HCV NS3 hel inh = HCV NS3 helicase inhibition | NS3 helicase DNA unwinding, Cy5 molecular beacon fluorescence | inhibition, % at 10.9 µM | actives 0.56% (n = 290,000);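 active = inhibition above the mean of all tested compounds plus 3 SD, set per campaign, cut at about 35% in these data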;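 also: 0% = DMSO wells and 100% = thioflavine S control wells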
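System: Hepatitis C virus NS3 helicase domain fragment enzyme | Reagent: Annealed dual-labelled DNA beacon duplex, ATP-started | Compound dosing: 10.9 µM single point, 0.8% DMSO | Incubation: 1 h reaction at 25 °C, ATP-initiated | Technique: Cy5 fluorescence | Evaluation: Percent inhibition from t60/t0 fluorescence ratio | Benchmarks: Low DMSO, high thioflavine S at 110 µM | Replication: Singlicate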
MEKK2wt PB1 HTS = raises or lowers MEK5 binding to wildtype human MEKK2 PB1 domain | Q9Y2U5 | binding response (% of control), % at 10 µM | actives 1.1% (n = 290,000) | AID 1531 | bead flow cytometry, Alexa488-MEK5 binding to MEKK2 WT; actives lie on both sides; in the data active = binding response below about 67% or above about 130%
SUMO HTRF inh = SUMOylation inhibition; P63279; HTRF SUMOylation assay, SAE1/SAE2 + UBC9, in vitro; inhibition, % at 35 µM; actives 0.36% (n = 290,000); in the data active = inhibition above about 50%, passing the limit was not always enough; also: strong numbers were not always called active
Target sequence (P63279 whole entry, looked up): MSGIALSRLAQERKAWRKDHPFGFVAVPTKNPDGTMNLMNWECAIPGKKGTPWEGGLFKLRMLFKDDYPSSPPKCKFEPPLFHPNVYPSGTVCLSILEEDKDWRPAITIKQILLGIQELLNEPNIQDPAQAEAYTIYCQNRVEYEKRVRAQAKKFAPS
PfM18AAP inh = blocks P. falciparum M18 aspartyl aminopeptidase; recombinant PfM18AAP, H-Glu-NHMec fluorogenic cleavage; inhibition, % at 7.35 µM; actives 1.2% (n = 290,000);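 active = inhibition above the campaign mean inhibition over all tested compounds plus 3 SD, cut at about 28% in these data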;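 also: 0% = plate median of test compound wells and 100% = 2 mM ZnCl2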
IMP-1 inh = blocks Pseudomonas aeruginosa IMP-1 metallo-beta-lactamase | purified IMP-1, nitrocefin hydrolysis, epi-absorbance fluorescence | inhibition, % at 5.6 µM | actives 0.45% (n = 290,000) | AID 1556;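 active = inhibition above the mean plus 3 SD of all compounds in the same screening run, cut at about 4.5% in these data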;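 also: 0% = IMP-1 with DMSO and 100% = DMSO wells lacking enzyme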
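System: purified IMP-1 / Input: IMP-1 dispensed at 0.2 nM / Medium: 50 mM HEPES pH 7.1, 50 µM ZnSO4, 0.05% Brij 35 / Timing: 15 min enzyme–compound preincubation, then 25 min nitrocefin reaction, 25 °C / Technique: plate fluorescence quenching by hydrolysis product, ex 480/em 530 nm / Repeats: singlicate testing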
MEKK2mut PB1 HTS = signal of MEK5 binding to mutant human MEKK2 PB1 domain; bead flow cytometry, Alexa488-MEK5 binding to MEKK2 mutant; percent response, % at 10 µM; actives 0.35% (n = 290,000); AID 1530; in the data active = percent response above about 24%, passing the limit was not always enough; also: inactives centre near 1; some results filed as inactive read as strong as hits
DNA FID counter = counter-screen for HCV NS3 helicase inhibitors: DNA intercalator displacement. DNA fluorescent intercalator displacement, fluorescence. inhibition, % at 7.9 µM. actives 0.17% (n = 290,000); in the data active = inhibition above about 37%;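 also: 0% = vehicle and 100% = reference compound; higher means more ethidium bromide displaced from hairpin DNA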
Active calls of the source: *; / = not tested or not shown.

SMILES	NALP1 inh	VIM-2 inhibitor	HCV NS3 hel inh	MEKK2wt PB1 HTS	SUMO HTRF inh	PfM18AAP inh	IMP-1 inh	MEKK2mut PB1 HTS	DNA FID counter
COc1ccccc1CNc1ncnc2nc[nH]c12	28	-3.9	2	107	13	4	-2.0	9	2
Cc1cccc(CSCc2ccc(C(=O)NC3CCCC3)o2)c1	4	1.2	12	91	-3	5	-0.3	-11	-29
O=C(NCc1cccnc1)c1cc(S(=O)(=O)N2CCCCC2)ccc1Cl	0	-0.9	3	109	5	3	-1.0	2	-5
CC1=NCCN1CCNC(=O)Nc1ccc(C(C)(C)C)cc1	0	-1.1	-14	107	2	1	-1.9	4	5
COc1cc(Cl)c(CN2CCC(CCC(=O)NC3CC3)CC2)cc1OC	-9	0.5	7	97	-18	-2	-1.0	0	-6
CCOC(=O)Cc1cnc(N)s1	10	-0.3	-9	90	-1	-4	-1.2	-12	3
CCn1c(SCC(=O)Nc2cccc(NC(C)=O)c2)nc2c([nH]c3ccccc32)c1=O	17	-0.1	-6	103	8	0	-1.1	-4	-11
Cc1ccc(OCC(=O)Nc2ccc(CN3CCCCC3)cc2)c(C)c1	12	-0.2	-9	/	-12	-1	-2.5	/	10
O=C(Nc1ccccc1F)Nc1ccccc1Br	1	-3.9	15	115	-6	-7	-3.5	0	1
O=C1CC(N(CCc2ccccc2)C(=S)Nc2ccccc2)C(=O)N1c1ccc(Br)cc1 (stereo not drawn)	35	-4.2	-1	149*	-23	-6	-2.3	16	2
CC1CCN(c2nc3ccccc3nc2C(C#N)C(=O)NC2CCCCC2)CC1 (stereo not drawn)	13	/	/	97	2	/	/	2	/
CCCn1c(N)c(N2CCCCC2)c(=O)n(CC(=O)Nc2ccc(OC(F)(F)F)cc2)c1=O	-1	-5.4	11	106	22	1	-1.6	6	-2
COc1ccccc1C(=O)OCCN=C1NS(=O)(=O)c2ccccc21	-1	-1.7	5	104	5	3	-1.9	2	-7
CCOc1ccc(S(=O)(=O)NCCC(=O)NCc2ccco2)cc1	6	-0.7	-1	112	6	-13	-2.1	11	-3
O=C1N(Cc2cccc(Cl)c2)C[C@@H]2C[C@@H](c3cccc4cccnc34)N3CCC[C@@]123	4	0.2	5	93	6	-2	0.2	14	7
COc1ccccc1NC(=O)CSc1nnc(COc2ccccc2OC)n1C	5	-2.7	-1	91	-5	-6	-2.6	-7	-24
Cc1ccc(N2C(=O)C3CCC(C)(C2=O)C3(C)C)cc1C (stereo not drawn)	20	-6.7	12	95	16	3	-2.1	-10	-3
CCOc1nc(C)ccc1-c1noc(C)n1	-1	-3.0	-7	102	14	0	-2.5	7	8
S=C(NCc1ccc(Cl)cc1)NC1CCN(Cc2ccccc2)CC1	-14	-3.9	-52	136	-9	-4	-4.0	27	29
CC(C)N(C(=O)/C=C/c1cccc([N+](=O)[O-])c1)C(C)C	14	-2.2	-6	96	11	1	-3.4	-2	-10
COc1cc(OC)cc(-c2cc3nc(C)c(CCC(=O)NCc4ccccc4)c(C)n3n2)c1	/	-0.4	-23	95	-7	-1	-2.3	-3	-36
Cc1ccc(N2CC(C(=O)Nc3ccccc3C(=O)NC3CCCCC3)CC2=O)cc1C (stereo not drawn)	/	-3.1	0	97	/	-1	0.3	-3	-6
CC(=O)Nc1nnc(SCc2ccc(F)cc2)s1	10	-1.6	-1	111	11	1	-2.5	10	3
COc1cc(C2NC(=O)NC(O)(C(F)(F)F)C2C(C)=O)cc(OC)c1OC (stereo not drawn)	7	-3.5	-7	/	2	7	-4.3	/	-1

An excerpt from above in order of the MEKK2mut PB1 HTS value, highest first.
| Compound | MEKK2mut PB1 HTS |
| --- | --- |
| S=C(NCc1ccc(Cl)cc1)NC1CCN(Cc2ccccc2)CC1 | 27 |
| CC(C)N(C(=O)/C=C/c1cccc([N+](=O)[O-])c1)C(C)C | -2 |
| Cc1ccc(N2C(=O)C3CCC(C)(C2=O)C3(C)C)cc1C (stereo not drawn) | -10 |

Next compounds follow:
SMILES	NALP1 inh	VIM-2 inhibitor	HCV NS3 hel inh	MEKK2wt PB1 HTS	SUMO HTRF inh	PfM18AAP inh	IMP-1 inh	MEKK2mut PB1 HTS	DNA FID counter
O=C(CSc1nnc(CNC(=O)c2ccccc2)o1)NCCc1ccccc1	21	-4.0	1	99	15	1	-1.6	-1	-9
COc1ccc(NC(=O)CSc2nnnn2C2CCCC2)c(OC)c1	30	-1.1	2	98	10	-2	-1.1	-3	-11
COc1ccccc1/C=C/C(=O)N1CCc2cc(OC)c(OC)cc2C1C (stereo not drawn)	1	-0.5	-4	104	-14	2	-4.6	1	-42
COc1ccc(-c2nnc(SC)n2C)cc1	17	-2.0	3	108	7	4	-2.2	4	0
CCc1cc(C(=O)Cc2ccc(F)cc2)c(O)cc1O	18	-2.7	-7	107	-12	3	-2.4	4	-5
CCc1ccc(CN2CCC(n3nccc3NC(=O)c3ccc4c(c3)OCO4)CC2)cc1	8	-2.3	-20	108	9	-5	-1.5	1	19
COC(=O)COc1cccc2c(=O)n(CC(=O)NCCc3ccc(OC)c(OC)c3)ccc12	24	-0.2	-5	82	8	-2	0.8	12	-22
CC(=O)c1cc(CN2CCN(CCC(C)C)C(CCO)C2)cs1 (stereo not drawn)	14	0.9	3	94	27	-10	-1.5	-3	1
Cc1cc(N/C(=N\S(=O)(=O)c2ccc(F)cc2F)c2ccccc2)no1	20	-3.2	0	/	18	9	-3.2	/	-10
CCOc1cc(/C=C2/C(=O)NN(c3cccc(Cl)c3)C2=O)ccc1O	-3	-4.0	37*	105	9	23	-8.6	4	-4
CSCc1nnc(NC(=O)c2ccc(S(=O)(=O)N(C)C)cc2)o1	-26	-0.1	-1	92	0	-2	-0.6	-6	-8
O=C(Cc1ccccc1[N+](=O)[O-])NCc1ccco1	20	-2.6	15	102	0	1	-2.7	7	-2

In the list so far, these contain a nitro group on carbon:
SMILES	NALP1 inh	VIM-2 inhibitor	HCV NS3 hel inh	MEKK2wt PB1 HTS	SUMO HTRF inh	PfM18AAP inh	IMP-1 inh	MEKK2mut PB1 HTS	DNA FID counter
CC(C)N(C(=O)/C=C/c1cccc([N+](=O)[O-])c1)C(C)C	14	-2.2	-6	96	11	1	-3.4	-2	-10
O=C(Cc1ccccc1[N+](=O)[O-])NCc1ccco1	20	-2.6	15	102	0	1	-2.7	7	-2

The list goes on.
SMILES	NALP1 inh	VIM-2 inhibitor	HCV NS3 hel inh	MEKK2wt PB1 HTS	SUMO HTRF inh	PfM18AAP inh	IMP-1 inh	MEKK2mut PB1 HTS	DNA FID counter
CCOC(=O)c1ccc(NC(=O)C(C)Sc2nc(O)c(-c3ccccc3)c(=O)[nH]2)cc1 (stereo not drawn)	-4	-2.2	8	99	14	6	-1.8	3	-17
CCOc1ccc2nc(NC(=O)NC3CCCCC3)sc2c1	8	-4.4	3	101	-5	-4	-2.9	-2	-5
O=C(O)CCn1cc(/C=C/C(=O)c2ccc(Cl)cc2)c(-c2cccc(Br)c2)n1	/	-1.6	-33	99	18	4	1.0	-8	-3
O=C1/C(=C/N(C(=O)c2ccco2)c2ccc(Cl)cc2)Sc2ccccc21	28	3.9	5	106	4	1	-2.0	0	3
CC(=O)N1CCN(C(=S)c2ccc(-c3ccc(Cl)cc3)o2)CC1	5	3.8	19	103	10	11	3.9	3	-23
CCC(=O)NC1=C(C#N)C2(CCCC2)Cc2ccccc21	6	-3.0	-3	99	18	4	-3.1	3	-2
COc1cc(/C=N/NC(=O)c2cccc3ccccc23)cc(OC)c1OC	8	-1.7	-10	106	-2	-3	-2.4	4	-23
COc1ccc(NC2=CC(c3ccc(OC)cc3)N(c3ccc(OC)cc3)C2=O)cc1 (stereo not drawn)	10	0.4	33	104	4	0	-1.2	3	-28
Clc1ccc(-c2nc(Cc3ccccc3)no2)cc1	-1	-3.2	-7	101	3	1	-4.4	2	-3
O=C(CSc1nc(C2CC2)nc2sc3c(c12)CCCC3)NCc1ccco1	-8	0.5	-8	100	1	-3	-1.0	6	5
O=C(Nc1ccc2c(c1)OCCO2)c1ccc(Cl)c(Cl)c1	22	-2.9	1	104	7	6	-2.8	9	-6
COc1ccc(-c2oc(NC(=O)c3ccc(C)cc3)c(C#N)c2-c2ccc(OC)cc2)cc1	-6	-2.6	-9	100	3	3	-2.6	5	-3
O=C(Cn1c(NCCO)nc2ccccc21)c1cccs1	22	-3.0	-4	103	14	6	-1.9	-3	3
CCC(C(=O)Nc1ccccc1F)n1nc(C)c2c(C)n(-c3ccccc3)nc2c1=O (stereo not drawn)	7	-2.2	2	101	-2	1	-4.3	3	-48
Cc1nc2ccccn2c1C(=O)N/N=C/c1ccc([N+](=O)[O-])cc1	/	-3.1	-2	94	4	0	-3.8	-26	1
CCCCNC(=O)CSc1nc2cc(OC)c(OC)cc2c(=O)n1Cc1ccc(OC)cc1	4	-5.8	4	105	14	3	-3.5	3	-4
Cc1cc(C)c(C#N)c(Nc2cccc(C)c2C)n1	-8	0.3	-20	109	1	-5	-4.4	4	-14
CCO[C@@H]1OC(C(=O)O)=C[C@H](c2ccc3c(c2)OCO3)[C@H]1CCCO	-18	-0.3	2	101	0	27	-1.3	1	-9
O=C(Nc1cccc2ccccc12)c1ccc([N+](=O)[O-])o1	10	-1.7	5	108	4	3	-2.3	7	2
c1ccc(SCCN2CCN(c3ccccc3)CC2)cc1	16	-2.0	-7	116	1	4	0.0	15	-6
Cc1ccc(S(=O)(=O)N2CCN(c3nc(C)nc4sc5c(c34)CCC(C)C5)CC2)cc1 (stereo not drawn)	5	-3.1	1	88	0	8	-1.5	-4	-2
Cc1[nH]c(=O)[nH]c(=O)c1S(=O)(=O)N1CCN(c2ccccc2)CC1	7	-1.3	7	102	6	2	0.1	8	-4
COc1ccccc1NC(=O)C(Cc1ccc(Cl)cc1)c1nn[nH]n1 (stereo not drawn)	-1	4.3	15	100	-4	7	-5.2	2	-30
O=C(Nc1ccc(N2CCN(C(=O)c3ccco3)CC2)cc1)c1cccnc1Cl	8	1.1	-2	92	12	3	1.1	-8	-10
CN1CCN(C(=O)/C(=C/c2cccnc2)NC(=O)c2cccc(Br)c2)CC1	30	2.5	15	94	4	-10	0.9	-6	-1
O=S(=O)(NCCc1ccccc1)c1ccc(S(=O)(=O)N2CCCCC2)cc1	-7	-4.5	10	95	20	-4	-1.4	-3	-3
Nc1c(C(=O)NCCN2CCOCC2)c2nc3ccccc3nc2n1-c1ccccc1	23	5.3	6	/	20	9	-5.0	/	6
CC(NC(=O)c1ccc(N2CCNCC2)c([N+](=O)[O-])c1)C12CC3CC(CC(C3)C1)C2 (stereo not drawn)	5	-3.4	-59	116	-12	-12	-2.3	4	23
COc1ccc(C2c3c(ncn(CCCO)c3=N)Oc3ccc4ccccc4c32)cc1OC (stereo not drawn)	/	-1.8	-12	118	24	3	-2.1	15	-38
CCOC(=O)C1CCN(c2ncnc3c2c(-c2ccccc2)cn3-c2ccccc2)CC1	9	0.3	-2	98	-21	-2	-1.1	-5	-6
O=C(Cc1cccs1)NNC(=S)NCc1ccc(Cl)cc1	16	-2.9	-1	103	-43	25	-2.8	4	-8
Cc1ccc(CN2CCN(Cc3cnc(N4CCOCC4)s3)CC2CCO)cc1 (stereo not drawn)	8	-2.8	3	95	-1	2	-2.5	-10	9

Screens: PubChem, several laboratories
